ABHD5-PLIN5 inh: ABHD5-PLIN5 protein interaction inhibition. Split G. princeps luciferase complementation, luminescence, 4 h. 0.78% of 360,000 active. Q00G26+Q8WTS1. inhibition, % at 4 µM;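 active = inhibition above the mean inhibition across every tested compound plus 3 SD, cut at about 22% in these data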;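 also: 0% = DMSO only wells and the 100% control is not disclosed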
MC4R ag barr: activates human MC4R beta-arrestin recruitment. P32245. U2OS MC4R beta-arrestin complementation, luminescence; percent of melanotan II response, DMSO zero. activation, % at 8.9 µM. 0.98% of 360,000 active;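 active = activation above a per-plate cutoff, the mean activation of sample wells on that plate plus 3 SD, cut at about 8% in these data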
Target sequence (P32245 whole entry, looked up): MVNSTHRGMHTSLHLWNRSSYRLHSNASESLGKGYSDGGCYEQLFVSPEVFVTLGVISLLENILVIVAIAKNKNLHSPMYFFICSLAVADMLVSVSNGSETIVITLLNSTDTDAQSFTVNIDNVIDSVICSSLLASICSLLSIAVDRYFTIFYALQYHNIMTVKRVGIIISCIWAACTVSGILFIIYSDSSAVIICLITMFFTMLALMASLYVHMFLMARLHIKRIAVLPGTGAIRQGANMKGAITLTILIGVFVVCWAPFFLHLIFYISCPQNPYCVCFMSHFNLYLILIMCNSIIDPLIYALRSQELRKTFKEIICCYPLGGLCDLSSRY
NOD2 RIPK2 PPI: blocks binding of human NOD2 to RIPK2. O43353. CHO BLA complementation NOD2-RIPK2, CCF4 ratio. inhibition, % at 4.98 µM. 0.38% of 360,000 active. AID 624267; in the data active = inhibition above about 21%;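 also: 0% = vehicle only and 100% = reference blocker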
Target sequence (O43353 whole entry, looked up): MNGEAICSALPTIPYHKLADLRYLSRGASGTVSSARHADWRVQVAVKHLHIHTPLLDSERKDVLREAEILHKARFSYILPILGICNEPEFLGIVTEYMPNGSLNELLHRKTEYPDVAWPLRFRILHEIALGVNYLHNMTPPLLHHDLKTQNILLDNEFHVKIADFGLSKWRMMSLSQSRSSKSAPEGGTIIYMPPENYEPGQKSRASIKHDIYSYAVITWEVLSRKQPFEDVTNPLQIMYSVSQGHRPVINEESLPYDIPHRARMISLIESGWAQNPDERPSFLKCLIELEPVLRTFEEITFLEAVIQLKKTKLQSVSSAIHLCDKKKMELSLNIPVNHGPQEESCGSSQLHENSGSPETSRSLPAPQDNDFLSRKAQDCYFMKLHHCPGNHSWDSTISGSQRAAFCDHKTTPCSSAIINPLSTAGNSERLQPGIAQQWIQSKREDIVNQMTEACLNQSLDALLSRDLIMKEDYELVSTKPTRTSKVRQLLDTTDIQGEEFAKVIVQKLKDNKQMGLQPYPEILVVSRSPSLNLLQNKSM
H9c2 protect: modulators protecting cardiomyocytes from myocardial damage; H9c2 cardiomyocytes, H2O2 injury protection, ATPLite, 2 h; protection from H2O2 cell death, % at 20 µM; 0.63% of 360,000 active; AID 588492;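 active = compounds giving at least 50% protection of heart cells from peroxide-induced death in the single-dose screen, raw or plate-pattern-corrected value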;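 also: 0% = DMSO wells with peroxide and 100% = DMSO wells without peroxide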
HTR2A ag: activates the mouse 5-HT2A serotonin receptor; activation, % at 7.6 µM; 0.66% of 360,000 active; P35363; CHO-K1 mHTR2A beta-arrestin complementation, luminescence; percent of 30 µM serotonin response;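 active = activation above a run cutoff, the mean activation of all tested compounds plus 3 SD, cut at about 14% in these data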;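 also: 0% = plate median of compound wells and 100% = 30 µM serotonin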
TLR9-MyD88 inh: TLR9-MyD88 interaction inhibition | inhibition, % at 4.98 µM | 0.21% of 340,000 active | CHO BLA complementation TLR9-MyD88, CCF4 FRET ratio;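 active = inhibition above the mean over all tested compounds plus 3 SD, cut at about 21% in these data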;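 also: 0% = DMSO only wells and 100% = clavulanate BLA inhibitor control wells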
N-glyco inh: blocks N-linked glycosylation in D54 reporter cells; 0.23% of 360,000 active; D54 ERlucT glycosylation luciferase reporter, 24 h; percent of 100 nM tunicamycin response; reporter increase, % at 12.5 µM;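 active = mean luciferase reporter signal, scaled so untreated is 0 and the glycosylation-blocking control 100, at or above a set limit in every replicate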;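 also: luciferase carries N-glycosylation sites so blocking glycosylation raises the light; 0% = median of neutral control wells and 100% = median of 100 nM tunicamycin wells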
NCOA2 inhibitor: human SRC2 (NCOA2) inhibition. 0.17% of 370,000 active. inhibition, % at 9 µM. AID 651957. HEK293 GAL4-SRC2 luciferase reporter, luminescence;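 active = inhibition above the mean inhibition of all tested compounds plus 3 SD, set per campaign, cut at about 52% in these data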;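 also: 0% = DMSO treated cells and 100% = cells given Gossypol at 36 µM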
ABCB6 inh 2: blocks the human ABCB6 transporter; Q9NP58; K562-ABCB6 porphyrin accumulation, flow cytometry, 1 h; active compounds read low; fluorescence ratio to DMSO, % at 10 µM; 0.19% of 360,000 active; AID 602162;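 active = fluorescence ratio to DMSO below 75%, the collection mean minus 3 SD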;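 also: signal is porphyrin accumulated inside mitochondria; 100% equals median channel fluorescence of DMSO control wells; lower ratio means ABCB6 inhibition with less porphyrin fluorescence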
MC4R antagonist: blocks human MC4R cAMP signaling. P32245. MC4R-expressing cells, MTII-stimulated cAMP, LANCE TR-FRET. inhibition, % at 6.5 µM. 0.48% of 360,000 active. AID 540295;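 active = inhibition above its plate's cutoff, the mean of tested wells on that plate plus 3 SD, cut at about 29% in these data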;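 also: 0% = Melanotan II alone and 100% = Melanotan II plus saturating MCL0020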
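system = U2OS cells with stable human MC4R expression | also added = Melanotan II challenge after compound preincubation | dosing = one concentration, 6.5 µM nominal | incubation = compound 30 min, challenge 1 h, detection 1 h | measured by = TR-FRET with Eu-cAMP and labeled anti-cAMP, 671 nm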
Starred values were filed as active, the others as inactive; . = no result given. Some of the compounds tested, so the mix of outcomes need not match the whole.

Letters – A = ABHD5-PLIN5 inh; B = MC4R ag barr; C = NOD2 RIPK2 PPI; D = H9c2 protect; E = HTR2A ag; F = TLR9-MyD88 inh; G = N-glyco inh; H = NCOA2 inhibitor; I = ABCB6 inh 2; J = MC4R antagonist
> CC(=O)Nc1ccc(OCCCNC(=O)c2c(-c3ccccc3)noc2C)cc1
  A: 2	B: 2.4	C: -15	D: -8	E: 4	F: -6	G: -2	H: 18	I: 99	J: 0

> Cc1c(NC(=O)C(C)c2ccc(CC(C)C)cc2)c(=O)n(-c2ccccc2)n1C (stereo not given)
  A: 1	B: -0.1	C: -1	D: 2	E: -2	F: -2	G: -1	H: 2	I: 96	J: 1

> COc1ccc(-c2nc(CN3CCCCC3CCc3ccccn3)c(C)o2)cc1 (stereo not given)
  A: 3	B: 1.6	C: 5	D: -7	E: -2	F: 1	G: -3	H: -1	I: 102	J: 8

> O=C(CCNC(=O)c1ccc(Cl)cc1)Nc1ccc(Cl)cc1F
  A: 7	B: -1.5	C: -7	D: 13	E: -4	F: -6	G: 4	H: 0	I: 103	J: -1

> Cc1ccc(CCNC(=O)C2CCC(=O)N2Cc2cccnc2)cc1 (stereo not given)
  A: 2	B: 1.2	C: -7	D: 0	E: 5	F: 13	G: 1	H: -1	I: 99	J: 4

> COc1ccc(-c2sc3ccc(OC)cc3c2C#Cc2cncn2C)cc1
  A: 3	B: 0.4	C: -1	D: -11	E: 0	F: -8	G: 0	H: -4	I: 99	J: 16

> CN(C)CCCN1C(=O)C(=O)/C(=C(/O)c2ccncc2)C1c1cccnc1 (stereo not given)
  A: 1	B: 1.0	C: 1	D: 2	E: -2	F: -3	G: 0	H: 2	I: 94	J: -2

> CCCCOc1cccc(NC(=O)CSc2nccn2C)c1
  A: 1	B: -1.0	C: 5	D: 22	E: -4	F: 1	G: -1	H: -23	I: 100	J: 1

> O=C(c1ccccc1F)N1C(=O)c2cccc3cccc1c23
  A: -9	B: 0.6	C: 8	D: -1	E: 6	F: 3	G: 1	H: -22	I: 89	J: 12

> O=C(NC1CCCC1)C(=O)N(c1ccccc1F)C(C(=O)NCC1CCCO1)c1cccs1 (stereo not given)
  A: 0	B: -0.9	C: -9	D: 6	E: -1	F: 4	G: 0	H: 22	I: 96	J: 12

> O=C(Nc1ccncc1Cl)c1ccncc1
  A: 2	B: -3.9	C: 4	D: 6	E: -2	F: -5	G: 0	H: 22	I: 97	J: -8

> COc1cccc(CN(C)C(=O)CCN=C2NS(=O)(=O)c3ccccc32)c1OC
  A: 3	B: -1.0	C: -11	D: 7	E: 3	F: 2	G: 0	H: -8	I: 96	J: 11

> COc1ccc(NC(=S)NN(C)C(=S)Nc2ccc(OC)cc2)cc1
  A: -17	B: -1.0	C: 9	D: -3	E: 0	F: -4	G: 25	H: -31	I: 99	J: -20

> CCOC(=O)N1CCN(C(=O)COc2cc(C)c(Cl)c(C)c2)CC1
  A: -3	B: -2.6	C: -8	D: -4	E: 0	F: -11	G: -1	H: 7	I: 88	J: 12

> Cc1onc(NC(=O)NC(=O)c2c(Cl)cccc2Cl)c1Br
  A: -1	B: -3.6	C: -3	D: -5	E: -1	F: 6	G: 3	H: 8	I: 97	J: 6

> C=CCN1C=C(C(C)=O)C(=O)CC1
  A: -8	B: 1.9	C: -8	D: 0	E: -1	F: -5	G: 1	H: -24	I: 100	J: 5

> CC(=O)NC(C)C(=O)OCC(=O)Nc1ccc(Br)cc1 (stereo not given)
  A: -3	B: -2.6	C: -1	D: 3	E: 6	F: -4	G: 2	H: -5	I: 98	J: 4

> CC(=O)c1c(C)[nH]c(C(=O)N2CCN(S(=O)(=O)c3ccc(F)c(F)c3)CC2)c1C
  A: 1	B: -0.1	C: -5	D: 13	E: -4	F: -8	G: 0	H: -26	I: 100	J: 0

> COC(=O)[C@H](C)NC(=O)NC(C)CCc1ccccc1 (stereo not given in full)
  A: -3	B: 1.4	C: 4	D: -2	E: -2	F: 0	G: 0	H: 1	I: 94	J: 6

> CCC(=O)N=c1n(C)c2ccccc2n1CCOc1ccccc1
  A: -1	B: -0.7	C: -3	D: 2	E: -3	F: -15	G: 3	H: -8	I: 98	J: 14

> O=[N+]([O-])c1c(NCCO)cc(N2CCCCC2)c2nonc12
  A: 3	B: -0.6	C: -5	D: -2	E: -3	F: 4	G: 4	H: 1	I: 96	J: -5

> COc1ccccc1CNC(=O)C1CC2Cn3c(nc4cc5ccccc5cc43)C2N1C (stereo not given)
  A: 5	B: 3.4	C: 2	D: 5	E: -6	F: 5	G: 2	H: 5	I: 102	J: 3

> Cc1ccc(OCC(=O)N/N=C/c2cccc3cccnc23)cc1
  A: -5	B: -1.3	C: 10	D: 56*	E: -7	F: 7	G: -3	H: 9	I: 103	J: 1

> CC(=O)N/C(=C\c1ccccc1)C(=O)NCC(=O)O
  A: -3	B: -1.6	C: 11	D: 7	E: 3	F: -3	G: 0	H: 1	I: 96	J: 2

> O=C(COc1ccc(Cl)cc1Cl)Nc1ccc(CN2CCOCC2)cc1
  A: -2	B: 0.6	C: -11	D: 2	E: -1	F: -10	G: -4	H: 8	I: 87	J: 5

> CC(=O)c1cccc(N2C(=O)C3C4CCC(C4=C(C)C)C3C2=O)c1 (stereo not given)
  A: 6	B: -0.8	C: 3	D: -1	E: -1	F: -4	G: 0	H: -12	I: 95	J: 8

> Cc1ccc(C)c(NC(=O)CSc2nnc(-c3ccccc3)o2)c1
  A: 1	B: -1.4	C: 5	D: -3	E: -2	F: 4	G: 1	H: -18	I: 96	J: 15

> Cc1cc(C)c(NC(=O)Cn2nnc(C(=O)NCCc3ccccc3)c2N)c(C)c1
  A: 2	B: -0.6	C: 0	D: -3	E: 9	F: 0	G: 0	H: .	I: 95	J: 0

> COCCN(C(=O)CSc1nc2ccccc2c(=O)n1C(C)COC)c1c(N)n(Cc2ccccc2)c(=O)[nH]c1=O (stereo not given)
  A: -4	B: -2.5	C: -13	D: 1	E: -1	F: 4	G: 1	H: -9	I: 99	J: 19

> COc1ccc(CCN(C)C(=O)c2c(C)nn(CC(C)C)c2Cl)cc1OC
  A: 0	B: -2.8	C: -7	D: -3	E: 3	F: -6	G: 3	H: -12	I: 102	J: 7

> CC(=O)c1sc(NC(=O)c2ccccc2)nc1-c1ccccc1
  A: -2	B: -3.7	C: 4	D: -10	E: -5	F: -2	G: -1	H: -38	I: 98	J: 9

> COc1cc(C(=O)NCc2nnc(SCC(=O)N3CCCCC3)o2)cc(OC)c1OC
  A: 0	B: -2.5	C: -7	D: 7	E: -3	F: 2	G: 2	H: -3	I: 103	J: 6

> COc1ccc(CCN(C)CCC(=O)Nc2ccc(C)cc2)cc1OC
  A: 1	B: -1.6	C: -12	D: 1	E: -7	F: -18	G: -2	H: -17	I: 75	J: 1

> CC(=O)Nc1ccc(NC(=O)COC(=O)C2(c3ccc(Cl)cc3)CCCC2)cc1
  A: -1	B: -0.7	C: 4	D: -4	E: 5	F: 7	G: -4	H: 9	I: 100	J: 2

> Cc1ccccc1OCCC(=O)NCCc1ccc(S(N)(=O)=O)cc1
  A: 4	B: 1.8	C: -6	D: -2	E: 3	F: 1	G: 2	H: -1	I: 100	J: -3

> CC1OC2C(OC1C)N(S(C)(=O)=O)CCN2S(C)(=O)=O (stereo not given)
  A: 1	B: 1.1	C: 8	D: 0	E: 4	F: -2	G: -2	H: 3	I: 95	J: 10

> CC(C)Oc1ccc(C(=O)NCc2ccco2)cc1
  A: 4	B: -0.2	C: 1	D: -18	E: 2	F: -1	G: -2	H: -17	I: 100	J: 7

> CCCS(=O)(=O)NC(=O)C1(C)CCCN(C(=O)c2ccc3snnc3c2)C1 (stereo not given)
  A: 0	B: -1.5	C: -1	D: -4	E: 3	F: .	G: 1	H: 3	I: 91	J: -1

> O=C(COC(=O)c1ccc(Br)o1)NCc1ccc(Cl)cc1
  A: -7	B: -1.8	C: 0	D: 0	E: -2	F: -1	G: 2	H: -35	I: 98	J: 7

> O=C(c1ccccc1)N1CCSc2sccc2C1=O
  A: 1	B: -1.5	C: -2	D: -2	E: 1	F: -9	G: -9	H: -19	I: 97	J: 3

> CC(=O)OCC(=O)C1(O)CCC2C3CC(C)C4=CC(=O)C=CC4(C)C3C(O)CC21C (stereo not given)
  A: -3	B: -0.8	C: -2	D: 2	E: 3	F: .	G: 3	H: 1	I: 90	J: 9

> CCCCc1nnc(NC(=O)c2ccc3[nH]c(=O)c(=O)[nH]c3c2)s1
  A: 9	B: 2.6	C: 10	D: -2	E: -7	F: 0	G: -1	H: -55	I: 104	J: 0

> COc1ccc(CN(C)C(=O)CCN(c2ccccc2)S(=O)(=O)c2ccc(C)cc2)c(OC)c1
  A: -1	B: -4.5	C: -2	D: -3	E: -4	F: -2	G: -6	H: -19	I: 92	J: 0

> CC(=O)C1=C(C)Nc2ncnn2C1c1cccc(OCc2ccccc2)c1 (stereo not given)
  A: 2	B: 1.1	C: -25	D: -2	E: 1	F: -3	G: 0	H: 2	I: 99	J: 9

> O=C(O)CCCNC(=O)c1cncc(O)c1
  A: 2	B: -2.2	C: -3	D: -2	E: -1	F: 3	G: 2	H: 0	I: 95	J: 2

> CCCCCc1c(C)[nH]c2nc3ccccc3n2c1=O
  A: 2	B: -0.2	C: -4	D: -10	E: -1	F: 5	G: -4	H: 7	I: 97	J: 7

> O=C(C[C@@H]1C=C[C@H](NC(=O)Cc2ccccn2)[C@@H](CO)O1)NCCc1ccccc1
  A: 7	B: .	C: -11	D: .	E: 4	F: .	G: .	H: -9	I: .	J: .

Three compounds from above, reduced to HTR2A ag, TLR9-MyD88 inh and NOD2 RIPK2 PPI:
mol,HTR2A ag,TLR9-MyD88 inh,NOD2 RIPK2 PPI
O=C(O)CCCNC(=O)c1cncc(O)c1,-1,3,-3
CCCCCc1c(C)[nH]c2nc3ccccc3n2c1=O,-1,5,-4
O=C(C[C@@H]1C=C[C@H](NC(=O)Cc2ccccn2)[C@@H](CO)O1)NCCc1ccccc1,4,.,-11

Screening results as filed in PubChem BioAssay.
